# Source: PubChem BioAssay (several laboratories)
# VIM-2 inh = VIM-2 metallo-beta-lactamase inhibitors, primary screen, biochemical, epi-absorbance readout, Pseudomonas aeruginosa enzyme | purified VIM-2, nitrocefin hydrolysis, epi-absorbance fluorescence | inhibition, % at 5.6 µM | 290,000 compounds, 0.89% hits;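 active = inhibition above the mean of all tested compounds plus 3 SD, cutoff set per screening run, cut at about 7.5% in these data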;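 note: red hydrolysis product quenches plate fluorescence so inhibitors raise well fluorescence; 0% = enzyme with DMSO and 100% = DMSO without enzyme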
# MEKK2mut PB1 HTS = MEK5 binding signal on mutant MEKK2 PB1, primary screen, biochemical, multiplex bead flow cytometry, Alexa488-MEK5; Alexa488-MEK5 binding to MEKK2 mutant; percent response, % at 10 µM; 290,000 compounds, 0.35% hits; in the data active = percent response above about 24%, passing the limit was not always enough; note: inactives centre near 1; some results filed as inactive read as strong as hits
# MEKK2 WT-MEK5 = modulators of MEK5 binding to wildtype MEKK2, primary screen, biochemical, multiplex bead flow cytometry, Alexa488-MEK5. Alexa488-MEK5 binding to MEKK2 WT; actives lie on both sides. binding response (% of control), % at 10 µM. 290,000 compounds, 1.1% hits; in the data active = binding response below about 67% or above about 130%
# IMP-1 inh = IMP-1 metallo-beta-lactamase inhibitors, primary screen, biochemical, epi-absorbance readout, Pseudomonas aeruginosa enzyme | metallo-beta-lactamase IMP-1 (Pseudomonas aeruginosa) | purified IMP-1, nitrocefin hydrolysis, epi-absorbance fluorescence | inhibition, % at 5.6 µM | 290,000 compounds, 0.45% hits | AID 1556, 2009;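 active = inhibition above the mean plus 3 SD of all compounds in the same screening run, cut at about 4.5% in these data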;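 note: 0% = IMP-1 with DMSO and 100% = DMSO wells lacking enzyme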
#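 System: Purified IMP-1 | Read-out basis: Percent enzyme inhibition | Controls: IMP-1 with DMSO as 0%, enzyme-free DMSO as 100% | Replicates: One well per compound | Doses: 5.6 µM nominal single concentration | Detection: Epi-absorbance fluorescence, 480 nm excitation, 530 nm emission | Incubation: 25 °C, 15 min preincubation, 25 min reaction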
# NS3 helicase inh = inhibitors of HCV NS3 helicase, primary screen, biochemical, Cy5 molecular beacon fluorescence. Hepatitis C virus NS3 helicase. NS3 helicase DNA unwinding. inhibition, % at 10.9 µM. 290,000 compounds, 0.56% hits;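 active = inhibition above the mean of all tested compounds plus 3 SD, set per campaign, cut at about 35% in these data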;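 note: 0% = DMSO wells and 100% = thioflavine S control wells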
#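 System: HCV NS3 helicase fragment; control set: DMSO and thioflavine S; technique: Cy5 fluorescence at 0 and 60 min, beacon hairpin quenching; reagent: beacon DNA duplex substrate plus ATP; replicates: singlicate; schedule: 1 h reaction at 25 °C, ATP-initiated; medium: MOPS buffer pH 6.5 with MgCl2, DTT, Tween20, BSA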
# NALP1 yeast inh = NALP1 inflammasome inhibitors in reconstituted yeast, colorimetric, S. cerevisiae, triplicate retest; S. cerevisiae NALP1/ASC/caspase-1 growth, X-gal OD620, 72 h; inhibition, % at 10 µM; 280,000 compounds, 0.61% hits; AID 2071, 2009; in the data active = inhibition mostly above about 24%, no sharp cut-off; inactive = mostly below about 32%; note: some compounds called inactive have numbers as strong as hits
# UBC9 SUMO inh = inhibitors of in vitro SUMOylation cascade, primary screen, biochemical, HTRF, uHTS | SUMO-conjugating enzyme UBC9 (Homo sapiens), P63279 | HTRF SUMOylation assay, SAE1/SAE2 + UBC9 | inhibition, % at 35 µM | 290,000 compounds, 0.36% hits; in the data active = inhibition above about 50%, passing the limit was not always enough; note: strong numbers were not always called active
# Target sequence (P63279 whole entry, looked up): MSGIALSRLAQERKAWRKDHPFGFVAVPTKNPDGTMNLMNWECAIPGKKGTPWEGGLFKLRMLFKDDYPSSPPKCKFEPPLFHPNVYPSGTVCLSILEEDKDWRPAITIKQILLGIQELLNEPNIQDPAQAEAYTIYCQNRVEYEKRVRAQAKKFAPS
# DNA FID counter = compounds displacing fluorescent DNA intercalator, primary screen, artefact control for HCV NS3 helicase inhibitor project, biochemical, FID fluorescence | DNA fluorescent intercalator displacement | inhibition, % at 7.9 µM | 290,000 compounds, 0.17% hits | AID 1845, 2009; in the data active = inhibition above about 37%;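 note: 0% = vehicle and 100% = reference compound; higher means more ethidium bromide displaced from hairpin DNA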
# M18AAP inhibitor = PfM18AAP inhibitors, malaria aminopeptidase, primary screen, biochemical, QFRET, recombinant enzyme; inhibition, % at 7.35 µM; 290,000 compounds, 1.2% hits; M18 aspartyl aminopeptidase (Plasmodium falciparum 3D7); H-Glu-NHMec fluorogenic cleavage;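 active = inhibition above the campaign mean inhibition over all tested compounds plus 3 SD, cut at about 28% in these data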;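 note: 0% = plate median of test compound wells and 100% = 2 mM ZnCl2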
# * = called active by the depositor; nt = not tested or not shown.
mol,VIM-2 inh,MEKK2mut PB1 HTS,MEKK2 WT-MEK5,IMP-1 inh,NS3 helicase inh,NALP1 yeast inh,UBC9 SUMO inh,DNA FID counter,M18AAP inhibitor
COC(=O)c1sc2nc(N3CCCCC3)c3c(c2c1N)CC(C)(C)N(C)C3,-0.2,12,108,-1.9,-3,nt,nt,7,1
COc1cccc(CN2CCN(Cc3c(C)nn(C(C)C)c3C)CC2CCO)c1 (centres undefined),1.4,-1,98,-2.5,1,-4,26,-2,0
CC1CCN(S(=O)(=O)c2ccc(NC(=O)c3ccco3)cc2)CC1,-0.6,-2,99,-0.8,-10,22,0,-24,-4
O=C(COc1ccc(-c2nnc(N3CCCCC3)c3ccccc23)cc1)N1CCCCC1,-3.1,4,101,-2.8,7,-62,15,-47,-3
COc1ccc(CN2CCNC(=O)C2CC(=O)NCCC2=CCCCC2)cc1OC (centres undefined),-3.1,-7,104,-1.9,-2,-2,6,-13,-4
CCCCC(=O)Nc1c2c(nn1-c1ccc(C)cc1)CS(=O)(=O)C2,-1.0,4,108,-1.4,6,8,15,-5,-8
O=C(CCC1CCCC1)N1CCN(C2CCCC2)CC1,-0.7,4,101,-2.4,6,3,-1,6,-6
Cc1ccccc1-c1nc(CN2CCSCC2)c(C)o1,-2.5,-12,76,-1.3,-4,7,-2,6,-2
CC1CCc2c(sc(NC(=O)COC(=O)c3ccccc3NCc3ccco3)c2C#N)C1 (centres undefined),-2.5,5,99,-1.4,4,23,-12,4,1
CC(C)(C)Sc1nc(O)cc(=O)[nH]1,-2.6,1,102,-5.0,0,0,-8,-1,-6
O=C(Nc1nnc(Cc2ccccc2)s1)c1cccnc1,-3.7,-10,84,-3.3,-4,3,24,0,1
CCOC(=O)/C(C#N)=C/c1cc2ccccc2nc1Cl,-9.4,5,102,-1.9,-6,-3,3,-3,2

# (more compounds)
mol,VIM-2 inh,MEKK2mut PB1 HTS,MEKK2 WT-MEK5,IMP-1 inh,NS3 helicase inh,NALP1 yeast inh,UBC9 SUMO inh,DNA FID counter,M18AAP inhibitor
COc1ccc(S(=O)(=O)NNC(=S)NCCc2ccccc2)c(OC)c1,-4.7,6,107,-3.0,4,2,18,-25,-49
CCCCCNC(=O)CCn1c(=O)oc2ccccc21,-0.2,2,109,0.6,0,0,1,-5,-6
Cc1cc(NC(=O)c2ccc(Cl)cc2)c(C)cc1O,0.2,-6,97,0.4,3,9,6,-1,3
CCCS(=O)(=O)N1CCC(C(=O)NCc2ccco2)CC1,-0.4,-4,100,1.0,-2,-6,-11,2,7
CCCCN1C(=O)N(c2nnc(C(C)(C)C)s2)C(O)C1c1ccc(C)cc1 (centres undefined),-1.5,-1,99,-2.2,-3,12,-10,-38,13
N=C1C(c2nc3ccccc3s2)=C(O)CN1CCCO,-3.3,-4,97,0.2,6,16,13,2,2
CC(C)n1nnnc1SCC(=O)N1CCN(C(=O)c2ccco2)CC1,-1.8,1,99,-3.4,-1,27,8,-1,1
O=C1/C(=C/c2ccc(O)c(O)c2)Oc2cc(O)ccc21,nt,9,107,nt,nt,-16,14,nt,nt
CC(C)NC(=O)Cn1cc(S(=O)(=O)N2CCCC2)c(S(=O)(=O)N2CCCC2)c1,0.7,-4,98,-0.9,7,14,-6,-7,3
Cc1cc(NC(=O)/C(C#N)=C/c2ccc(-c3cccc(C(F)(F)F)c3)o2)n(-c2ccccc2)n1,-3.2,23,106,-3.6,18,2,6,-10,2
Cc1nnc(SCCn2c(N3CCN(C)CC3)nc3c2c(=O)n(C)c(=O)n3C)s1,5.6,-4,98,1.5,2,4,15,8,7
COc1ccc(OC)c(NC(=S)NC(=O)c2ccc(Br)o2)c1,-1.2,4,105,-0.9,6,19,0,-5,5

# (more compounds)
mol,VIM-2 inh,MEKK2mut PB1 HTS,MEKK2 WT-MEK5,IMP-1 inh,NS3 helicase inh,NALP1 yeast inh,UBC9 SUMO inh,DNA FID counter,M18AAP inhibitor
CC(=O)Nc1nnc(Cc2ccccc2)s1,-2.6,4,108,-1.3,-2,12,22,-2,0
CCOC(=O)c1ccc(S(=O)(=O)Nc2ccccc2-c2nnn(CC)n2)cc1,0.9,2,99,-1.3,-2,0,-2,-13,4
O=C(N/N=C/c1cccnc1)c1sc2ccccc2c1Cl,-2.0,-2,101,-3.1,-2,9,26,-33,1
CC(OC(=O)c1cccc(-n2cnnn2)c1)C(=O)N(C)c1ccccc1 (centres undefined),-4.7,6,108,-3.3,6,18,18,-25,1
Cc1ccc2cc(C3CC(c4ccco4)=NN3C(=O)CCCC(=O)O)c(Cl)nc2c1 (centres undefined),1.8,-14,78,1.7,51*,3,17,-34,-11
O=C(COc1ccccc1Cl)Nc1cc(Cl)ccc1O,-2.0,-5,94,-2.5,-3,10,12,0,6
CCOC(=O)Cn1c(=NC(=O)c2cc(-c3cccs3)nc3ccccc23)sc2cc(S(N)(=O)=O)ccc21,-0.7,-1,86,-2.8,2,40,18,-2,-1
O=C(Cn1cnc2c(oc3ccccc32)c1=O)NCc1ccco1,-1.4,7,107,-2.6,1,11,2,-3,6
CC(=O)NC(Cc1ccc(F)c(F)c1)C(=O)NC1CCN(C(=O)c2ccc(Cl)cc2)CC1 (centres undefined),-0.5,-2,101,-0.2,-5,32*,-1,-27,-8
CC(=O)N1CCOc2cc(S(=O)(=O)NC(C)c3ccccc3)c(Cl)cc21 (centres undefined),-3.5,-2,99,-2.1,-7,19,5,-15,3
O=C(/C=C/c1ccccc1)NC(=S)N1CCSCC1,-5.6,-3,92,-3.8,0,2,12,0,5
CCCC(=O)Nc1nc2ccc(S(=O)(=O)N3CCCCC3)cc2s1,-1.9,3,102,-5.3,4,13,18,-12,-2

# (cont.)
mol,VIM-2 inh,MEKK2mut PB1 HTS,MEKK2 WT-MEK5,IMP-1 inh,NS3 helicase inh,NALP1 yeast inh,UBC9 SUMO inh,DNA FID counter,M18AAP inhibitor
O=c1[nH]c(Cc2ccc(F)cc2)nc2scc(-c3ccc(F)cc3)c12,-0.1,-3,91,-4.2,-12,25,-64,-12,8
Cc1cccc(-c2nnc3n2N=C(c2ccccc2Br)CS3)c1,-3.6,nt,nt,-4.6,-8,-8,25,-27,-9
CCOC(=O)c1[nH]c2ccc(OC)cc2c1NC(=S)N1CCN(c2ccccc2)CC1,-0.6,0,102,-1.4,-13,15,-14,-10,2
Cc1ccccc1Cc1c(C)nc2c(C(=O)N3CCN(Cc4ccc5c(c4)OCO5)CC3)cnn2c1C,-2.4,5,103,-1.3,-4,nt,nt,-10,5
CC1CCCCC12NC(=O)N(CC(=O)c1ccc[nH]1)C2=O (centres undefined),-1.7,4,101,-3.1,9,6,3,-5,-2
O=C(O)c1ccc(OCc2cn3ccccc3n2)cc1,2.0,19,106,-0.4,6,nt,18,1,-2
COc1cc(/C=C/C(=O)O)cc(S(=O)(=O)Nc2cccc(SC)c2)c1OC,-2.6,-1,102,-2.1,11,35,11,-33,-3
COc1cc(C(=O)N2CCN(C(=O)COc3ccc4ccccc4c3)CC2)cc(OC)c1OC,-2.0,6,103,-1.5,-1,28,5,-35,4
CCCC(NS(=O)(=O)c1ccc(C)cc1)C(=O)O (centres undefined),-4.6,4,104,-4.6,-9,-5,13,2,-14
CCC1SC2=NCCN2C1(O)c1ccc(Cl)cc1 (centres undefined),-1.7,-6,98,-4.7,4,4,-2,2,1
CNc1nc(OCC#N)nc(N2CCCCC2)n1,-2.9,-6,94,-2.2,2,21,23,-1,-6
Cc1cc(C)n(Cc2ccc(C(=O)NN)o2)n1,0.0,-29,74,0.4,-2,12,7,-33,-23

# (listing goes on)
mol,VIM-2 inh,MEKK2mut PB1 HTS,MEKK2 WT-MEK5,IMP-1 inh,NS3 helicase inh,NALP1 yeast inh,UBC9 SUMO inh,DNA FID counter,M18AAP inhibitor
COC(=O)CN1C(=O)C(O)(CC(=O)c2ccc(Cl)cc2)c2ccccc21 (centres undefined),1.0,3,107,-2.2,-7,nt,8,-3,3
CCOc1ccc(-c2nnn(CC(=O)NCc3ccc4c(c3)OCO4)n2)cc1,-0.6,1,97,-4.3,-6,-72,33,-5,-12
c1ccc(Cc2nc(-c3ccccn3)no2)cc1,-2.0,-4,99,-1.6,-9,8,7,-6,-2
Cc1cc(S(=O)(=O)NCC(C)C)ccc1OCC(=O)NCc1ccco1,-3.0,2,103,-1.8,2,-7,9,-23,-3
C[C@]1(C(=O)NCCN2CCOCC2)C=C[C@@H](Cc2ccccc2)N1C(=O)c1ccccc1,-4.7,5,95,0.5,-5,29,11,-1,0
O=C(O)c1ccc(NC(=O)C2C3CCC(C3)C2C(=O)O)cc1 (centres undefined),-2.5,-12,98,-2.0,1,2,35,0,2
COC(=O)c1cc(C(=O)Nc2nnc(CC(C)C)s2)cc([N+](=O)[O-])c1,-2.2,-1,94,-2.3,0,25,-8,1,-2
COc1cccc(NCc2cc(=O)oc3cc(C)c(C(C)C)cc23)c1,-2.7,3,100,-3.7,22,8,4,-15,19
COc1ccc(C(=O)NC(NC(=O)c2ccc(OC)c(OC)c2)c2ccccc2F)cc1OC,0.1,0,101,1.9,2,3,3,-17,7
O=C(Nc1cccc(C(F)(F)F)c1)C(SCCO)c1ccccc1 (centres undefined),-3.9,0,105,-3.3,-4,18,-4,0,-1
COc1cc2c(cc1OC)C1C/C(=N\O)C(CC(C)C)CN1CC2 (centres undefined),-1.7,1,103,-1.6,4,6,4,-22,-2
CCOc1ccccc1Oc1nc(-c2ccccc2O)nc2ccccc12,-3.1,0,96,-2.0,-1,12,-10,-6,0

# Carrying on.
mol,VIM-2 inh,MEKK2mut PB1 HTS,MEKK2 WT-MEK5,IMP-1 inh,NS3 helicase inh,NALP1 yeast inh,UBC9 SUMO inh,DNA FID counter,M18AAP inhibitor
COc1ccc(OCC(O)CNC(=O)c2ccc(C)cc2)cc1 (centres undefined),-2.8,-16,89,-1.5,-6,4,9,-6,-2
CN1CCN(Cc2ccc(OCc3ccccc3)cc2)CC1,1.4,9,108,-3.8,-29,14,0,30,-7
CC1CC(C)(C)NC(=S)N1CC(=O)NCc1ccc(F)cc1 (centres undefined),-1.4,-2,98,-0.7,-12,-11,13,-2,-10
CC(=O)Nc1ccc(N(C)C)cc1[N+](=O)[O-],0.0,0,88,-0.4,7,-4,-26,5,2
COC(=O)CNC(=O)CSc1nnc2cc(C)c3ccccc3n12,-0.2,-2,93,-3.5,-1,-6,-3,-3,6
CN(C)CCOC(=O)c1ccc2[nH]c3c(c2c1)CSCC3,3.6,39,194*,-0.9,-19,nt,10,14,-12
CC(=O)N(CN1C(=O)CCC1=O)c1cccc(Cl)c1,0.7,10,99,-0.7,5,19,-4,4,14
Cc1ccc(CCCOC(=O)C[N+]2(C)CCCCC2)cc1,0.2,-1,100,-3.1,-8,9,15,2,-3
COc1ccccc1N1CCN(Cc2cccc(OC)c2OC)CC1,-0.6,-1,95,-2.7,1,2,0,0,-2
